Assay outcomes from PubChem.
Keap1 Nrf2 FP: Keap1-Nrf2 (human) interaction inhibition. Q14145. Keap1 Kelch-Nrf2 peptide fluorescence polarization, 1536-well. actives 0.15% (n = 340,000). AID 504523. inhibition, % at 9.4 µM; in the data active = inhibition above about 12%;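 note: human Keap1 Kelch domain with fluorescein labeled Nrf2 9mer peptide probe; 0% = neutral control wells and 100% = peptide positive control; higher means more block of Keap1 binding to Nrf2 peptide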
cardiac RTF act: cardiac RTF calcium sensitization; P19429+P45379; IANBD-labeled TnC RTF fluorescence at EC20 calcium; 0% EC20 calcium, 100% full calcium; activation, % at 7.2 µM; actives 0.24% (n = 340,000);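 active = activation above the mean over all tested compounds plus 3 SD, cut at about 30% in these data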;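 note: rise in fluorescence read as greater calcium sensitivity of cardiac thin filaments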
Arrestin-AP2 inh: blocks beta-arrestin peptide binding to AP2 adaptin. FITC-arrestin peptide / GST-AP2 beads, flow cytometry; AP2 beta2 appendage carries R879A mutation. inhibition, % at 10 µM. actives 0.31% (n = 340,000). AID 504490;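 active = inhibition above a set limit, near 3 SD of compounds lacking own fluorescence, cut at about 54% in these data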;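 note: plate controls were DMSO wells for no effect and 5 µM unlabelled arrestin peptide for full effect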
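system = GST-tagged AP2 beta2-adaptin appendage (R879A) on 4 µm glutathione beads | reagent = FITC-labelled arrestin peptide probe, 50 nM final | schedule = compound with beads 12 min RT, then probe 1 h RT | signal = HyperCyt-sampled flow cytometry, FL1 channel, ex 488/em 535 nm | read-out = percent response from loss of bead-bound FITC fluorescence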
OPRM1-OPRD1 inv: inverse agonists of human mu-delta opioid receptor heterodimerization; P35372+P41143; cell-based MOR-DOR heterodimer luminescence, inverse agonism; inhibition, % at 9.3 µM; actives 0.21% (n = 340,000); in the data active = inhibition above about 22%, passing the limit was not always enough;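 note: 0% = cells with DMSO and 100% = wells without cells with DMSO; values of inactives mirror those of a sister screen read the other way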
OPRM1-OPRD1 ag: agonists of human mu-delta opioid receptor heterodimerization; P35372+P41143; cells, OPRM1-OPRD1 heterodimerization, luminescence; activation, % at 9.3 µM; actives 0.3% (n = 340,000); AID 504326; in the data active = activation above about 18%;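 note: 0% = vehicle-treated cells and 100% = reference agonist; values of inactives mirror those of a sister screen read the other way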
Pemphigus Ab inh: human desmoglein-3 autoantibody binding inhibition. binding (percent of control), % at 10 µM. DSG3-coupled beads, scFv-anti-DSG3-GFP binding, flow cytometry; hits give low values. actives 0.48% (n = 310,000). P32926. AID 588358;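 active = binding more than 3 SD below its plate's average and above zero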;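 note: hits lower antibody fragment binding to DSG3; some compounds called inactive have numbers as strong as hits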
Target sequence (P32926 whole entry, looked up, the tested form may be a part): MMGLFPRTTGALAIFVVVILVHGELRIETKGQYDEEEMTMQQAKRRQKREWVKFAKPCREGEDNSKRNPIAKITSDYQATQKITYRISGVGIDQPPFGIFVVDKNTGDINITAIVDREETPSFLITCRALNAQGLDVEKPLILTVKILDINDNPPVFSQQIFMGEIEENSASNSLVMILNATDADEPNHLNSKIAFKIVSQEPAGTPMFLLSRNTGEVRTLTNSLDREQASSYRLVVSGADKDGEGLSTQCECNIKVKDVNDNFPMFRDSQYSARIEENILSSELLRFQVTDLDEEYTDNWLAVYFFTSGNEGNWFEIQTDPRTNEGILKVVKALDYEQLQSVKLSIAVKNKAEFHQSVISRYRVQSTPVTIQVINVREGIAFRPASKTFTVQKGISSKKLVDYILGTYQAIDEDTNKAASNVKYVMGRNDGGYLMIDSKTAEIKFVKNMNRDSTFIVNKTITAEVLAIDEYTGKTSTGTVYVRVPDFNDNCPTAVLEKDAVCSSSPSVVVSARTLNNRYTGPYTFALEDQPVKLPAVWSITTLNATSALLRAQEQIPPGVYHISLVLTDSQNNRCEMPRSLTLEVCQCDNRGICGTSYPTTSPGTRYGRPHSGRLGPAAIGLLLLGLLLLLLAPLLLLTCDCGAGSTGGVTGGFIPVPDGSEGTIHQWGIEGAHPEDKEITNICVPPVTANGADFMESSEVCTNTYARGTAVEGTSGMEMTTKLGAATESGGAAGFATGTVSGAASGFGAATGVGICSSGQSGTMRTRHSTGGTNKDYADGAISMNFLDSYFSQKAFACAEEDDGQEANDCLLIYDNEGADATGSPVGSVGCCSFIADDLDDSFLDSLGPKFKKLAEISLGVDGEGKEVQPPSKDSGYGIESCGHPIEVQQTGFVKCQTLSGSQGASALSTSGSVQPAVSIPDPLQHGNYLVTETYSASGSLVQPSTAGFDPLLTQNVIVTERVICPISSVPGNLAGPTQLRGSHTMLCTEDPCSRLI
Wnt act: Wnt/beta-catenin pathway activation; AID 743398; Wnt/beta-catenin reporter cell assay, activator, plate reader; actives 1.2% (n = 300,000); activation, % at 9.35 µM; in the data active = activation above about 30%, passing the limit was not always enough;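 note: 0% = neutral control wells and 100% = positive control wells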
LANA DNA inh: KSHV C-LANA DNA binding inhibition. AID 504423. MBP-C-LANA/FAM-LBS DNA binding, fluorescence polarization. actives 0.078% (n = 340,000). inhibition, % at 9 µM;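 active = highest replicate inhibition at or above 60% at 9 µM, even if other replicates fall short; inactive = all replicates below 60% inhibition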;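 note: 0% = neutral control wells and 100% = 4 µM acridine orange control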
V-ATPase pHluor: regulators of yeast V-ATPase proton transport | S. cerevisiae, pHLuorin cytosolic pH fluorescence | response, % at 10 µM | actives 0.37% (n = 350,000) | AID 504577; in the data active = response mostly above about 7.3%, no sharp cut-off; inactive = mostly below about 5.4%; note: actives read high; inactives centre near 0; some compounds called inactive have numbers as strong as hits; reference of the scale not given here
Cardiac RTF inh: cardiac RTF calcium desensitization | P19429+P45379 | IANBD-labeled cardiac RTF, Ca2+ fluorescence | inhibition, % at 7.15 µM | actives 0.12% (n = 340,000) | AID 493244;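 active = inhibition above the mean inhibition of all tested compounds plus 3 SD, cut at about 17% in these data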;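 note: assay run at fixed EC70 calcium of 1.6 mM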
An asterisk follows results filed as active; / = no result given.

SMILES	Keap1 Nrf2 FP	cardiac RTF act	Arrestin-AP2 inh	OPRM1-OPRD1 inv	OPRM1-OPRD1 ag	Pemphigus Ab inh	Wnt act	LANA DNA inh	V-ATPase pHluor	Cardiac RTF inh
O=C(NCC1CCCO1)C(c1ccc(F)cc1)N(Cc1ccc2c(c1)OCO2)C(=O)c1ccc(CN2CCOCC2)o1 (centres undefined)	-3	1	25	20	-4.3	102	-1	0.6	-1	0
Cc1sc(NC(=O)C2C3C=CC(C3)C2C(=O)O)c(C(N)=O)c1-c1ccc(C(C)C)cc1 (centres undefined)	1	3	2	2	-0.4	/	/	5.0	5	-9
COc1ccc(S(=O)(=O)N(CC(=O)NCCCN(C)C)c2ccc(C)cc2)cc1OC	-1	-9	2	7	-1.3	103	/	-0.7	-2	-8
CCCCC1=CC2=C(c3ccco3)C(=O)C(C)(OC(=O)c3ccc(OC)cc3)C(=O)C2=CN1CCN1CCOCC1 (centres undefined)	-3	-3	6	-10	1.8	101	/	-0.3	8	1
CC(C)c1ccc(N(C(=O)c2snc(C(N)=O)c2N)C(C(=O)NC2CCCC2)c2ccncc2)cc1 (centres undefined)	-19	-2	-1	10	-1.9	114	16	-0.3	2	-7
CCOC(=O)C1(Cc2cccc(OC)c2)CCN(Cc2ccon2)CC1	-4	18	-9	4	-0.8	101	-1	-12	-1	-7
COc1ccc(OC)c(C2CC(=O)N3CN(c4ccccc4F)CSC3=C2C#N)c1 (centres undefined)	-8	10	3	-11	2.0	87	5	1.6	4	0
COCN(C#N)c1nc(N(C)C)nc(N(C)C)n1	-2	-6	-20	5	-1.0	98	-1	-2.0	-2	4
CC(C)NC(=O)c1ccc2c(c1)S(=O)(=O)c1ccccc1C2=O	-3	1	-29	-5	0.9	107	/	1.8	-1	0
CC(C)Nc1nnc(SCC(=O)N2CCN(C(=O)c3ccco3)CC2)s1	-6	1	1	4	-1.1	96	-1	-1.4	-3	7
CCNc1ccc(Br)cc(C(=O)/C=C/c2ccc(Cl)cc2Cl)c1=O	-8	9	25	-6	1.2	90	-6	0.3	-2	-16
CC(=NC(C)C)C1=C(O)CCC1=O	0	0	29	16	-3.0	109	/	1.3	3	-13
Cc1nn(Cc2ccc(Cl)cc2)c(C)c1NC(=O)CSc1n[nH]c(C)c1[N+](=O)[O-]	-3	1	17	5	-1.0	89	-8	0.4	-2	-10
CCc1cccc(NC(=O)CC2Oc3ccccc3NC2=O)c1 (centres undefined)	2	-4	-6	-3	0.6	99	-2	1.5	0	-2
O=C(CSc1nc2c(c(=O)[nH]1)CCCC2)Nc1ccc(Cl)cc1F	-1	-5	0	9	-1.7	96	0	-0.1	0	4
O=C(Oc1coc(CSc2ncccn2)cc1=O)c1ccco1	-1	2	17	4	-0.7	101	-2	-0.8	10	-17
COc1ccc(N2CCN(C(=O)c3ccccc3NC(=O)c3ccccc3)CC2)cc1	0	9	-2	21	-3.7	118	3	0.4	-3	1
Oc1ccc(C(=Nc2ccccc2)c2ccccc2)c(O)c1	2	1	32	13	-2.6	/	3	1.1	5	4
CC(=O)c1c(C)nc(-c2ccccc2)n1O	-2	-4	23	0	-0.1	106	/	2.4	-1	-3
Cc1nn(Cc2ccc(C(=O)Nc3nc4c(C)cccc4s3)o2)c(C)c1Br	5	-6	-2	7	-1.2	106	/	3.5	0	0
O=C(NCC1CCCO1)c1cccc(S(=O)(=O)Nc2ccc(SC(F)F)cc2)c1 (centres undefined)	-5	0	-1	2	-0.6	103	5	1.0	9	-8
O=C(C(=O)N1CCN(Cc2ccc3c(c2)OCO3)CC1)c1c[nH]c2ccccc12	1	-2	48	3	-0.5	/	-1	0.4	-4	1
O=C(NC(=S)NC1CCSC1=O)c1ccccc1Cl (centres undefined)	-2	1	-3	3	-0.5	92	-5	-2.3	2	-10
O=C(NCc1cccnc1)c1ccc(Cl)c(S(=O)(=O)Nc2ccccc2C(=O)NCc2cccnc2)c1	0	0	-20	6	-1.2	114	-2	-0.7	-1	-5
CCCCCCCCCCCCCCCC[N+](C)(C)CCN(Cc1ccc(OC)cc1)c1ncccn1	5	-10	5	-163	29*	118	/	-5.7	1	8
Cc1c(Cc2ccccc2)c(=O)oc2c(C)c(OC(C)C(=O)N[C@@H](Cc3ccccc3)C(=O)O)ccc12 (some centres undefined)	-1	1	-4	5	-0.8	97	0	1.6	-1	-10
O=C(/C=C/c1ccc(Cl)cc1Cl)NC(=S)Nc1ccccn1	-3	-1	-3	-2	0.5	106	/	-0.1	1	-8
CCN(CC)CCNC(=O)c1ccc(NS(=O)(=O)c2ccc3c(c2)OCCO3)cc1	-1	-2	1	-4	0.8	98	-2	0.9	-3	-4
CCCCn1c(N)c(N(CCOC)C(=O)COC(=O)c2ccccc2OCC)c(=O)[nH]c1=O	-1	-6	29	6	-1.1	117	-1	-0.7	-4	-7
Cc1cc(=O)oc2ccc(OC(C)C(=O)O)cc12 (centres undefined)	1	4	-2	3	-0.7	101	-1	-0.6	3	-6
Cc1ccc(Oc2ccc(S(=O)(=O)NCC(C)(C)N3CCOCC3)cc2)cc1	-6	-2	2	-14	2.3	100	-1	0.6	2	0
Cc1cc(Nc2ccc(C)c(Br)c2)n2nc(C)nc2n1	-9	-1	-1	11	-2.2	105	-3	0.9	-3	-1
Cc1ccc(S(=O)(=O)N(CC(=O)NC2CCCCCC2)c2ccccc2F)cc1	-1	-9	10	4	-0.7	98	-5	1.3	-4	-5
COc1cccc(N2CCN(C(=O)CN3C(=O)NC4(CCCC4)C3=O)CC2)c1	-5	-2	-7	9	-1.6	116	-2	0.2	3	-3
CCOc1cc(C(=O)Nc2ncccn2)cc(OCC)c1OCC	-6	5	8	1	-0.3	/	-6	-0.1	0	-2
C/C(N)=C(/C#N)C(=O)COC(=O)CNC(=O)c1ccc(Cl)cc1Cl	-1	0	-2	9	-1.9	98	1	-1.8	-3	-7
C=C(C)c1cccc(C(C)(C)NC(=O)Nc2ccccc2OCC)c1	-7	2	-10	12	-2.3	106	/	-1.9	2	-20
O=C(C1=C[C@@H](C2CCCCC2)C[C@@H](OCCCCO)O1)N1CCN(Cc2ccccc2)CC1	-4	-1	0	-10	1.7	109	-2	0.2	1	2
CC(=O)OC(C(=O)NCc1ccco1)c1cccnc1 (centres undefined)	-3	2	14	8	-1.4	93	/	2.2	2	-4
CCc1ccccc1NC(=O)c1ccc(OCc2c(C)noc2C)cc1	0	0	12	4	-0.9	99	-3	0.7	2	-3
O=C(Nc1cccc(Br)c1)/C(=C\c1cccnc1)NC(=O)c1ccco1	-2	9	2	8	-1.4	/	-3	-0.6	-8	-5
CCOC(=O)C1=C(CSc2nc(C)cc(C)c2C#N)OC(N)=C(C#N)C1c1ccccc1 (centres undefined)	-6	2	-10	4	-0.8	99	/	-1.9	-4	-13
COc1ccc(Cn2nnnc2C(c2cc3cc(C)cc(C)c3[nH]c2=O)N2CCOCC2)cc1 (centres undefined)	1	0	3	10	-1.9	101	/	-1.8	-3	-8
COc1ccc(C2CC(c3cccs3)=NN2C(=O)CSc2nc3c(cnn3-c3ccccc3)c(=O)[nH]2)cc1 (centres undefined)	-3	3	0	4	-0.7	98	-4	0.8	0	-3
O=C(CCc1nnc(CCc2ccccc2)o1)N1CCCC1c1nccs1 (centres undefined)	-5	0	16	21	-4.2	103	1	0.5	2	3
COc1ccc(OCCSc2nnc(CC(=O)Nc3cccc(Cl)c3Cl)n2C)cc1	3	4	-5	-3	0.7	99	/	-0.3	1	-4
Nc1nc2c(ccc3ccccc32)s1	-2	4	-6	-4	0.8	/	-1	0.0	-3	-7
c1ccc2cc3c(NCCN4CCOCC4)ccnc3cc2c1	3	2	-2	0	-0.1	84	2	-3.4	-16	2
O=C(Cc1ccc(-c2ccccc2)cc1)Nc1ccccn1	-1	-4	-5	14	-2.7	117	26	0.9	2	-17
NC(=S)N=Nc1c(O)[nH]c2cc(F)c(F)cc12	-3	1	/	18	-3.5	106	-5	0.9	2	3
CCOC(=O)Cc1csc(NC(=O)COc2ccc(C)c(C)c2)n1	2	-4	-4	6	-1.2	105	0	2.0	3	8
CC(=O)CCc1ccc(OCC(O)CNCCOc2ccc(C)cc2)cc1 (centres undefined)	0	2	-16	2	-0.4	/	2	-0.7	-1	-45
Cc1ccn(S(=O)(=O)c2ccc(N3CCCC3=O)cc2)n1	-4	-2	3	-11	1.6	53	4	-0.4	6	-15
CCOc1ccc(-c2nc(CSCC(=O)NCCCN3CCCC3=O)c(C)o2)cc1	-2	4	3	16	-3.1	100	-1	0.3	-1	3
CC(=O)C1C(=O)C=C(c2ccco2)CC1c1ccccc1 (centres undefined)	-7	-2	0	6	-0.9	99	3	-1.4	-4	-8
CC(C)C(=O)Nc1ccc2c(c1)nc(CCN1CCN(C)CC1)n2C	-3	-2	5	14	-2.7	94	-2	0.2	2	-6
Cc1cccc(C)c1NC(=O)CN1C(=O)S/C(=C\c2cccn2C)C1=O	0	3	-10	1	-0.1	88	2	0.9	0	5
Cc1ccc(NC(=O)C2CCN(S(=O)(=O)c3c(C)n[nH]c3C)CC2)c(C)c1	-6	-4	-5	-1	0.1	104	-2	1.7	-2	-7
COc1ccc(NC(=O)CC2C(=O)N(C)C(=S)N2Cc2ccco2)cc1 (centres undefined)	-6	7	5	3	-0.5	107	-5	-3.5	1	-2
Cc1ccc(N(C(=O)CNC(=O)c2ccco2)C(C(=O)NCC2CCCO2)c2ccccc2)cc1 (centres undefined)	-5	7	-1	11	-2.1	104	11	0.8	-4	-3

Next section.
SMILES	Keap1 Nrf2 FP	cardiac RTF act	Arrestin-AP2 inh	OPRM1-OPRD1 inv	OPRM1-OPRD1 ag	Pemphigus Ab inh	Wnt act	LANA DNA inh	V-ATPase pHluor	Cardiac RTF inh
COc1ccc(/C=C2/CCc3ccccc3C2=O)cc1OC	4	0	-5	12	-2.3	80	50*	-0.6	0	-2
C/C(N)=C(/C#N)C(=O)CSc1cc(C)c2ccccc2n1	-3	3	34	9	-1.8	99	0	-2.4	-1	-3
COc1ccc(N2C(=S)NC(C)(C)CC2(C)c2ccc(OC(C)=O)cc2OC(C)=O)cc1 (centres undefined)	0	3	-6	17	-3.3	98	-1	2.8	0	-4
COc1cc(/C=C2/SC(=S)N(Cc3ccccc3)C2=O)ccc1O	-2	7	13	11	-2.2	113	3	-2.1	5	-26
COc1ccc(CNC2CCCCC2)cc1	2	4	-13	13	-2.5	96	/	0.5	4	-3

An unsorted share of the library; 3.1% or so of the library scored in one or more.
